High-throughput results (PubChem BioAssay)
Giardia killer – Giardia lamblia killing; activity change, % at 7.66 µM, hits read low; 340,000 compounds, 0.15% hits; Giardia lamblia trophozoite viability; in the data active = activity change below about -80%; inconclusive = between about -30% and that limit;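 also: parasites exposed to compound for two days anaerobically before the ATP read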
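Trophozoite viability was measured as ATP-dependent luminescence, read 15-30 min after reagent addition. Before that, parasites at 100 cells/well were exposed to compounds for 48 h, anaerobically, at 37 deg C.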
USP2a inh – inhibitors of human ubiquitin-specific protease USP2a | O75604 | USP2 core, Ub-CHOP2 coupled fluorogenic reporter, 485/531 | Potency, µM (highest dose often 38.3 µM), for the others: top-dose activity change, negative = inhibition, actives largely listed as inhibitors | 330,000 compounds, 0.01% hits | AID 463254;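 also: potency is read from the fitted curve at half-maximal effect; plate controls were DMSO wells for no effect and full inhibition by NEM control for full effect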
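Deubiquitinase activity read as fluorescence (485/531 nm) after Ub-CHOP2 cleavage activates the enterokinase reporter on its substrate; USP2 core 10nM, Ub-CHOP2 and substrate 25nM each, 30min compound preincubation then 60min RT; data normalized to NEM, curves fitted.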
PKM2 activator – increases activity of human pyruvate kinase M2 | P14618 | 260,000 compounds, 0.34% hits | purified PKM2, Kinase-Glo ATP luminescence, activation; response scale: 0% is enzyme alone, no compound | Potency, µM (top dose mostly 57.5 µM), without a hit: top-dose activation, hits mostly activators; also: potency is read from the fitted curve at half-maximal effect; nearly all actives have a fitted effect of over 55% in size
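Kinase-Glo luminescence reports ATP generated from ADP (0.1 mM) and PEP (0.5 mM) by purified hPK-M2 after 1 h at room temperature, pH 7.2 imidazole buffer; intermediate enzyme activity allows detecting inhibitors and activators.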
Coupling enz – inhibits coupling enzyme system, counter-screen for aldolase hits | 290,000 compounds, 0.67% hits | activity change, negative = inhibition, % at 58.2 µM, hits read low | coupling enzyme system counterscreen, AmpLite Red fluorescence; in the data active = activity change below about -30%
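Counterscreen of the coupled detection system alone, without aldolase: glyceraldehyde-3-phosphate coupling enzymes plus AmpLite Red readout. Compounds at 57.5 uM final, 10 min RT preincubation, 20 min RT reaction, fluorescence 525/598 nm.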
GALK inhibitor – galactokinase (human) inhibition; P51570; Purified GALK, Kinase-Glo residual ATP luminescence; Potency, µM (doses to about 57.5 µM), inactives show at the highest dose activity change, negative = inhibition, hits mostly inhibitors; 270,000 compounds, 0.007% hits; AID 1868; also: potency is read from the fitted curve at half-maximal effect
Target sequence (P51570 whole entry, looked up): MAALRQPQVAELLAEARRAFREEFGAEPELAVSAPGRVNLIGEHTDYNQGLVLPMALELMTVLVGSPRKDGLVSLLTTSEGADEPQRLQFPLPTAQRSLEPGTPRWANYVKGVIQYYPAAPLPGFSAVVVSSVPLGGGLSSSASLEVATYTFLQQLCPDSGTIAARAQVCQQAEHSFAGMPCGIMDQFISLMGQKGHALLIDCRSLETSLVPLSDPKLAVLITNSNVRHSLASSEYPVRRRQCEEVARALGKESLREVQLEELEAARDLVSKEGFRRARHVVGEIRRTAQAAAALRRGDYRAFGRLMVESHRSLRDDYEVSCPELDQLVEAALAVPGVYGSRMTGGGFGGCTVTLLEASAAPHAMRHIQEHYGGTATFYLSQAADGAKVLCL
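Compounds were pin-transferred into ATP buffer (35 uM final), then GALK plus galactose (5 nM, 100 uM final) was added. After 1 h at room temperature, Kinase-Glo Plus was added and luminescence read after 10 min.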
uPA surface inh – inhibitors of cell surface uPA generation | 330,000 compounds, 0.31% hits | Potency, µM (doses to about 38.3 µM), for inactives: at the top dose activity change, negative = inhibition, actives largely listed as inhibitors | cell surface uPA generation assay, qHTS; active = well fitted inhibition curve with a large enough effect; inconclusive = small, poorly fitted or top-dose-only effect; inactive = no such curve, though single readings can be large or run the other way; tested in mouse RAW 264.7 cells; also: potency is read from the fitted curve at half-maximal effect; nearly all actives have a fitted effect of over 55% in size
BCR signal inh – chronic active BCR signaling inhibition; AID 493014; Potency, µM (titrated, usually from 46.1 µM), inactives show top-dose ratio change, negative = lower green/red ratio, most hits filed as inhibitors; ABC-DLBCL IkBa-CBG/CBR reporter, luminescence ratio, 4 h; 340,000 compounds, 0.05% hits; active = well fitted inhibition curve with a large enough effect in the signal ratio, with a control signal flat, not every such curve was filed as active; inconclusive = small, poorly fitted or top-dose-only effect, or effect the other way, or a change in a side signal; the % refers to the signal ratio;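 also: potency is read from the fitted curve at half-maximal effect; plate controls were basal doxycycline-induced cells for no effect and cells given 10 µM MG132 for full effect; MG132 reads +100%, hits lower the ratio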
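Cell line TMD8 (human ABC DLBCL), stably expressing tet-inducible CBG68-IkBa fusion and CBR; IMDM/0.5% FBS; cpd up to 46 uM; dox induction, 4 h, 37C/5% CO2; dual luminescence; green/red ratio; MG132 control.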
KCNH2 WT inh – blocks the wildtype human KCNH2 potassium channel; U2OS, BacMam KCNH2, thallium flux FluxOr; stronger effect = lower value; activity change, % at 1.84 µM; Q12809; 340,000 compounds, 0.37% hits;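 active = maximum activity change below -70%; inconclusive = maximum activity change between -70% and -50%; inactive = maximum activity change above -50%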
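U2OS cells transduced with wild-type KCNH2 virus are loaded with FluxOr dye for 45 min, and thallium flux is measured in kinetic reads before and after stimulation buffer. Rate constants are normalized to DMSO controls.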
B2AR arrestin – beta2AR (human) beta-arrestin recruitment activity | P07550 | beta-arrestin recruitment to beta2AR, cell-based reporter | Potency, µM (top dose mostly 46.1 µM), inactives show top-dose activation, most hits filed as activators | 330,000 compounds, 0.02% hits;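 also: potency is read from the fitted curve at half-maximal effect; 0% = DMSO controls and full agonism = EC100 isoproterenol or metaproterenol; nearly all actives have a fitted effect of over 65% in size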
Eya2 phos inh – inhibitors of human Eya2 phosphatase activity. O00167. recombinant Eya2, OMFP fluorescence dephosphorylation (OMFP is methylfluorescein phosphate). Potency, µM (series often up to 76.9 µM), for the others: at the highest dose activity, negative = inhibition, actives largely listed as inhibitors. 330,000 compounds, 0.006% hits. AID 488837; also: potency is read from the fitted curve at half-maximal effect
Target sequence (O00167 whole entry, looked up): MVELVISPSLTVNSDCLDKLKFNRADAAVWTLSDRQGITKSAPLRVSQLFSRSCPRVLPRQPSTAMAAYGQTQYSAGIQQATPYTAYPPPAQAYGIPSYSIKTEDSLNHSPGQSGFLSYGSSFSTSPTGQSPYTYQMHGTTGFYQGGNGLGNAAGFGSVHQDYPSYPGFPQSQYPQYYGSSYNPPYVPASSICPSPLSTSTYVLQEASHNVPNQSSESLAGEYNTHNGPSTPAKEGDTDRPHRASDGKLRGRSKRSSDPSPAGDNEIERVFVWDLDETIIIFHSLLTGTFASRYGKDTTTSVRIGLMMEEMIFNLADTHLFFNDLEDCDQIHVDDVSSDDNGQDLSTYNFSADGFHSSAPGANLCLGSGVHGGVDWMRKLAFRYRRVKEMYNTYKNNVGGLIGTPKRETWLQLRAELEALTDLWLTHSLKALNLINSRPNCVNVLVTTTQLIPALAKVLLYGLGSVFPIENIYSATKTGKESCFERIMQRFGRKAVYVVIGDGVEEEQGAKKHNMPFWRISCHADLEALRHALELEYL
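Eya2 protein (added as 0.2 uM solution) was preincubated with compound for 10 min at ambient temperature in 50 mM HEPES pH 7.5, 50 mM NaCl, 5 uM MgCl2, 0.05% BSA, 1 mM DTT. OMFP (added at 50 uM) then reacted 10 min; fluorescence read at 485/525 nm.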
KCNH2 3.1 inh – KCNH2 3.1 (human) potassium channel inhibition; U2OS KCNH2 3.1, thallium flux FluxOr; stronger effect = lower value; activity change, % (tested at about 1.8 µM); 340,000 compounds, 0.95% hits; AID 720553;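 active = maximum activity change below -70%; inconclusive = maximum activity change from -70% to -50%; inactive = maximum activity change above -50%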;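 also: thallium influx rate constant from kinetic fluorescence after stimulation buffer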
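Steps: virus added to U2OS suspension (4 h, RT, dark); medium with 10% FBS added, cells plated, 37 C overnight; FluxOr/Red40 loading buffer 45 min RT; stimulation buffer, 2 min kinetic read; rate constant normalized.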
Starred values were filed as active, the others as inactive; ? = inconclusive; . = not tested or not shown. Unless noted, calls follow the shape of the dose curve; as a rule, active = well fitted curve in the direction sought with a large enough effect; inconclusive = small, poorly fitted or top-dose-only effect, or another doubt; inactive = no such curve, though single readings can be large; an effect the other way counts as inactive or inconclusive. Unless noted, % is scaled to controls: 0 for no effect and ±100 for the full control effect. No enrichment for hits. About 2.4% of those tested had a hit in this group.

The line under a structure holds: GALK inhibitor	BCR signal inh	B2AR arrestin	KCNH2 3.1 inh	USP2a inh	uPA surface inh	Eya2 phos inh	Giardia killer	KCNH2 WT inh	Coupling enz	PKM2 activator
1) CC1=CC(=O)C(C(C)C)=C/C1=C(\c1cc(C(C)C)c(OP(=O)(O)O)cc1C)c1ccccc1C(=O)O
    .	?	0.4%	-10.4	-0.6%	6.0%	-6.3%	-0.8	-11.6	12.0	.
2) CC1CCN(c2nc3c(c(=O)n(C)c(=O)n3C)n2CCSc2ncccn2)CC1
    0.4%	-1.5%	-0.4%	25.7	-0.8%	7.4%	-20.8%	0.1	-3.5	1.7	0.1%
3) CCOc1ccc(OCC)c(NC(=O)CN2CCN(c3cccc(C)c3C)CC2)c1
    -0.2%	-0.7%	-0.2%	-0.1	3.6%	9.4%	3.1%	1.8	1.6	-3.9	4.9%
4) CCC(OC(=O)c1cc2sccc2n1C)C(=O)NCc1ccco1 (configuration not stated)
    9.9%	?	-1.1%	-11.2	2.5%	0.9%	-11.1%	-5.5	5.0	2.2	-6.0%
5) COc1cc(/C=C2/C(=O)NN(c3ccccc3)C2=O)cc(Br)c1O
    .	?	-0.1%	-4.6	4.4%	10.7%	12.0%	-6.1	-8.8	-0.9	.
6) CCCCC(=O)Nc1nnn(CCC)n1
    0.3%	0.2%	-0.2%	-25.1	-2.9%	?	-33.6%	-14.2	3.9	3.6	3.3%
7) N#C/C(=C/c1cn(CC(=O)O)c2ccccc12)C(=O)Nc1ccccc1
    -1.6%	?	-0.4%	0.6	11.5%	-2.8%	5.5%	?	1.3	0.3	9.3%
8) OCCOCCOc1ccc(-c2nn[nH]n2)cc1
    -1.2%	4.9%	0.0%	22.4	3.8%	2.1%	1.0%	5.9	3.5	1.4	-3.3%
9) CCOC(=O)N1CCN(C(=S)NC2CCCCC2)CC1
    .	?	-1.7%	12.6	-7.7%	-3.0%	-1.9%	-19.8	22.1	1.6	3.7%
10) O=C(OCCN1C(=O)c2ccccc2C1=O)c1cc(S(=O)(=O)N2CCOCC2)ccc1F
    -0.2%	.	.	3.1	.	6.0%	.	-3.9	3.5	3.7	0.8%
11) Cc1cccc(N2C(=O)CC(NNc3nc4ccccc4s3)C2=O)c1 (configuration not stated)
    -0.1%	0.3%	-0.8%	-14.3	-3.0%	6.8%	-3.7%	0.7	.	1.9	-4.2%
12) COc1cccc(-c2noc(CCCC(=O)Nc3ccc(C(N)=O)cc3)n2)c1
    6.4%	?	-0.4%	10.2	2.7%	3.1%	-15.9%	21.2	-5.6	4.1	2.6%
13) COc1ccccc1N1CCN(C2CC(=O)N(c3cccc(Cl)c3)C2=O)CC1 (configuration not stated)
    -3.6%	0.0%	-0.6%	-7.4	0.7%	8.0%	12.6%	-8.6	-2.6	0.1	0.7%
14) O=C1CCc2cc(S(=O)(=O)NCCc3ccccc3)cc3c2N1CC3
    .	2.8%	0.1%	3.0	1.2%	-1.2%	-32.1%	11.1	-0.8	.	.
15) CCOc1ccc(NC(=O)N2CCCC2C(=O)NCC2CCCO2)cc1 (configuration not stated)
    -3.3%	0.2%	-0.2%	-0.3	1.6%	3.2%	7.6%	-15.1	10.5	0.0	1.3%
16) O=C1C2=C(CCCC2)C(=O)N1CNc1ccccc1
    .	-6.8%	-0.6%	-3.1	-0.8%	1.5%	24.4%	5.9	-0.8	1.8	8.4%
17) Cn1nc(-c2ccccc2)cc1NC(=O)c1cccs1
    0.7%	?	0.1%	19.0	-1.4%	-2.3%	1.1%	3.2	-7.6	9.3	-6.3%
18) O=C(CSc1nccn1-c1ccccc1)N1CCc2ccccc21
    2.0%	-21.5%	0.3%	5.9	2.1%	-4.7%	6.3%	-2.2	3.2	-1.0	10.4%
19) CCCCN1C(=O)C(=O)N(CC(=O)c2cc(C)n(C3CC3)c2C)C1=O
    .	2.2%	0.0%	5.4	0.4%	4.0%	14.7%	-19.5	48.3	.	.
20) COc1ccc(OCC(=O)Nc2ccc(C)cc2)cc1
    -5.0%	-0.2%	-0.1%	-18.3	3.4%	-0.9%	-9.8%	10.5	-5.7	1.1	-2.1%

Carrying on:
The line under a structure holds: GALK inhibitor	BCR signal inh	B2AR arrestin	KCNH2 3.1 inh	USP2a inh	uPA surface inh	Eya2 phos inh	Giardia killer	KCNH2 WT inh	Coupling enz	PKM2 activator
21) CCOC(=O)c1c(/N=C/c2cccc([N+](=O)[O-])c2O)sc(C)c1C
    1.1%	-2.1%	-0.4%	-8.9	0.8%	-1.2%	-4.8%	0.6	-12.2	-3.4	-16.1%
22) CC(C)(C)n1nnnc1CN1CCN2CCCC2C1 (configuration not stated)
    0.0%	4.0%	-0.3%	13.0	1.1%	0.1%	-15.8%	-8.3	25.2	-1.9	-10.5%
23) Cc1ccc2c(c1)C(=O)CC(c1ccc3c(c1)OCCO3)O2 (configuration not stated)
    .	1.1%	0.4%	25.2	1.1%	4.1%	0.0%	-10.6	3.5	-2.1	.
24) O=C(Cc1ccsc1)NNC(=O)c1cccc(Cl)c1
    4.7%	?	-0.5%	3.7	-0.3%	4.9%	-3.6%	11.5	-3.4	.	-2.9%
25) CN(C)C(=O)COc1ccc2cc(-c3ccccc3)c(=O)oc2c1
    -0.2%	12.5%	0.1%	-1.8	-0.2%	-0.3%	26.4%	7.3	1.7	0.3	-3.3%
26) CCCCOc1ccc(CN2CCCCC2)cc1
    0.1%	?	2.7%	-3.5	-0.4%	0.6%	10.3%	1.1	9.6	0.1	1.4%
27) CN(Cc1cccc2cnccc12)C(=O)CCc1nnc(CCc2ccccc2)o1
    -0.2%	4.3%	-1.2%	2.3	4.1%	-0.2%	-9.7%	4.6	-0.4	1.9	5.3%
28) CC(C)c1nc2cc(C(=O)N(C)C3CCOCC3)ccc2o1
    -2.8%	?	-0.7%	8.0	1.6%	-7.9%	-0.8%	11.1	-8.4	.	-1.1%
29) CC(=O)N1CCc2ccccc2C1CC(=O)O (configuration not stated)
    3.0%	-1.2%	-0.2%	-0.3	-0.3%	3.2%	-4.9%	-6.6	-33.5	-0.6	4.1%
30) Cc1ccc(NC(=O)CCc2nc3sc4c(c3c(=O)[nH]2)CCCC4)c(Br)c1
    .	-1.5%	0.0%	6.1	-0.4%	2.4%	-14.8%	14.5	-4.6	.	.
31) COCc1nnc(NC(=O)CCSc2ccccc2)s1
    -3.4%	-11.1%	-0.2%	-12.0	0.6%	.	30.2%	7.1	-9.5	0.1	4.8%
32) CC(C)CNS(=O)(=O)c1ccc(S(=O)(=O)N2CCCN(Cc3ccccc3)C2)cc1
    3.1%	-2.9%	0.1%	1.3	0.9%	.	6.1%	28.8	7.9	-0.7	-1.7%
33) C/C(=N\Nc1ccc([N+](=O)[O-])cc1)c1ccc(N)cc1
    -1.5%	-2.0%	0.1%	10.8	-0.2%	4.3%	4.7%	-3.1	0.7	0.4	-19.8%
34) C=CCNC(=S)N1CCc2c([nH]c3ccccc23)C1C (configuration not stated)
    1.4%	?	0.5%	7.0	2.9%	3.1%	-4.9%	11.4	3.4	-2.6	11.3%
35) CNc1nc(SCC(=O)OC)nc(N2CCOCC2)n1
    0.0%	?	-0.7%	-0.4	-1.6%	-4.1%	6.0%	5.7	-11.0	-2.4	-15.4%
36) Cn1c(SCCOc2ccccc2Cl)nnc1-c1ccncc1
    -2.5%	?	-0.2%	12.8	1.1%	-17.1%	1.2%	8.6	-1.6	-5.0	1.6%
37) COc1ccc(-n2ncc3c2CC(C)(C)CC3NC(=O)c2ocnc2C)cc1 (configuration not stated)
    -4.9%	1.8%	-0.9%	7.2	0.0%	-0.1%	-7.7%	1.5	9.3	2.1	-2.0%
38) CCOC(=O)C1C(C(=O)OC)=C(C(=O)OC)c2ccccc2N1S(=O)(=O)C(F)(F)F (configuration not stated)
    .	4.9%	-0.5%	2.2	0.2%	-7.7%	2.7%	3.1	-0.6	0.7	.
39) COCc1cc(=O)n2[nH]c(-c3cccc(Br)c3)cc2n1
    -0.5%	?	0.1%	3.3	1.3%	-4.6%	5.2%	-4.3	0.3	5.1	8.2%
40) COC(=O)N/N=C(\C)c1ccc(OC(F)F)cc1OC(F)F
    0.8%	-0.3%	0.3%	2.7	6.0%	-3.0%	10.3%	-1.2	0.2	4.3	2.6%
